High-throughput results (PubChem)
Hep lipid drop = modulators of hepatic lipid droplet formation; AML12 mouse hepatocytes, oleate lipid droplets, BODIPY imaging; inhibition, % at 6.5 µM; 240,000 tested, 0.4% active;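 active = lipid droplet intensity inhibited by at least 50%, with more than 500 cells counted; inconclusive = wells with under 300 cells, treated as cytotoxic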
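Material – mouse AML12 hepatocyte cell line, fixed after treatment · Compound dosing – one dose, 6.5 µM compound · Times – compound with oleate, overnight · Measured by – Image-based BODIPY and DAPI two-channel analysis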
AID2073 = inhibitors of Mint1-CaV2.2 protein interaction, biochemical, HTRF (AID 2073) | 290,000 tested, 0.19% active | one-dose inhibition, % at 20 µM; IC50 in µM for titrated hits | HTRF protein-protein interaction, Mint1-CaV2.2; higher % means a stronger effect; in the data active = inhibition mostly above about 51%, no sharp cut-off; inconclusive = no clear call, values can overlap the other calls; inactive = mostly below about 53%; note: some results filed as inactive read as strong as hits
HIV fusion peptide = inhibitors of HIV fusion peptide binding, primary screen, biochemical, uHTS, fluorescence dequenching (AID 1986) | 290,000 tested, 0.3% active | inhibition, % at 20 µM, or IC50 in µM where a hit was titrated | cell-free peptide binding, fluorescence dequenching, 30 min; higher % means a stronger effect; in the data active = inhibition mostly above about 52%, no sharp cut-off; inactive = mostly below about 76%; note: some results filed as inactive read as strong as hits
NOD2 inhibition = inhibition of NOD2-driven NF-kB reporter – cell-based, luminescence, uHTS, HEK293 (AID 1566); HEK293 NOD2/NF-kB luciferase reporter, luminescence; higher % means a stronger effect; inhibition, % at 4 µM; hits with a dose series show EC50 in µM; 290,000 tested, 0.63% active; note: many of its hits are not listed in these tables
XIAP displacement = XIAP antagonists, biochemical, IAP family, fluorescence polarization (AID 1018); XIAP BIR domain, fluorescence polarization peptide displacement; higher % means a stronger effect; one-dose displacement, % at 20 µM; IC50 in µM for titrated hits; 200,000 tested, 0.007% active; in the data active = displacement above about 50%; note: a part of the inactive calls stands beside numbers as strong as those of hits
NS5 inhibitors = flavivirus cap methylation enzyme inhibition – biochemical, confirmation dose response, primary screen (AID 588689); inhibition, % at 25 µM; hits with a dose series show IC50 in µM; Dengue-2 NS5 methyltransferase capping enzyme assay, biochemical; higher % means a stronger effect; 340,000 tested, 0.3% active; in the data active = a potency from the dose series; inconclusive = inhibition above about 29% without an active follow-up result
Siah-1 displacement = blockers of Siah-1 interaction with plectin peptide – biochemical, fluorescence polarization, rhodamine-plectin, uHTS, primary screen (AID 1817) | 290,000 tested, 0.02% active | Siah-1 / rhodamine-plectin peptide fluorescence polarization; higher % means a stronger effect | displacement, % at 20 µM, or IC50 in µM where a hit was titrated;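 active = displacement of at least 50% at 20 µM, with a fluorescence ratio check between 0.3 and a set limit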;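 note: plate controls were Siah plus tracer with DMSO for no effect and tracer alone without Siah for full effect; strong numbers were not always called active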
Myeloid diff MLP = myeloid differentiation induction | ER-HoxA9 myeloid progenitors, lysozyme-GFP differentiation, flow cytometry | calls only at 10 µM | 360,000 tested, 1% active | AID 624256;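 active = normalized GFP-positive differentiation at or above the plate's own cutoff, the solvent-only control mean plus 3 SD; inconclusive = no clear call, values can overlap the other calls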;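 note: cells exposed to compound for four days before flow analysis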
LYP phosphatase = inhibitors of LYP phosphatase, biochemical, fluorescence intensity, uHTS (AID 1779); 290,000 tested, 0.054% active; recombinant LYP phosphatase, fluorescence intensity; higher % means a stronger effect; inhibition, % at 11.5 µM, or IC50 in µM where a hit was titrated;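 note: plate controls were vehicle with enzyme for no effect and no enzyme for full effect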
Hep lipid drop cells 6.5 µM = second read-out of Hep lipid drop, no call of its own (marks repeat the call); cell count; measured here: cell count, cytotoxicity flag;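 cells counted across two imaged fields per well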
NS5 inhibitors pilot replicate = further read-out of NS5 inhibitors, marked with its call; inhibition, %; measured here: pilot screen replicate inhibition
Myeloid diff MLP GFP+ MAC1+ % = further read-out of Myeloid diff MLP, marked with its call; GFP+ MAC1+ double positive, %; measured here: differentiation confirmed by MAC1 staining
* = called active by the depositor; i = inactive; ? = inconclusive; / = not tested or not shown. Cut-off read from the data, not from the text of the source, unless noted: active = inhibition above about 50%; inactive = the rest. Only part of the results is shown; count on the stated rates, not on these rows.

SMILES | Hep lipid drop | Hep lipid drop cells 6.5 µM | AID2073 | HIV fusion peptide | NOD2 inhibition | XIAP displacement | NS5 inhibitors | Siah-1 displacement | Myeloid diff MLP | Myeloid diff MLP GFP+ MAC1+ % | LYP phosphatase | others
C=C1c2cccc(O)c2C(O)=C2C(=O)[C@]3(O)C(O)=C(C(N)=O)C(=O)[C@@H](N(C)C)[C@@H]3[C@@H](O)[C@H]12 | 12 | 705 | 64% | 64%* | -2% | -6.6% | 6% | 20% | i | 4.0 | -3%
COC(c1ccccc1)(c1ccccc1)C(Oc1nc(C)cc(C)n1)C(=O)O (stereo unspecified) | 3 | 829 | 2% | 0.4% | -8% | / | -3% | -3% | i | 0.9 | -6%
NC(N)=NC(=O)Cc1c(Cl)cccc1Cl | -21 | 659 | -2% | -0.1% | -22% | -6.0% | -1% | -1% | i | 1.9 | 1%
CCCCOc1ccc(CC(=O)NO)cc1 | -5 | 699 | -5% | -1.7% | -35% | -5.9% | -4% | -1% | i | 2.7 | -8%
C[C@@H]1C[C@H]2[C@@H]3C[C@H](F)C4=CC(=O)C=C[C@]4(C)[C@@]3(F)[C@@H](O)C[C@]2(C)[C@@]1(O)C(=O)COC(=O)C(C)(C)C | -9 | 719 | -2% | 1.4% | 23% | -7.0% | -5% | 9% | ? | / | 0%
COc1ccccc1OCCNCC(O)COc1cccc2[nH]c3ccccc3c12 (stereo unspecified) | -25 | 680 | 1% | -1.1% | -18% | -2.0% | / | 0% | / | / | 0%
CC[C@]1(O)C[C@@H]2CN(CCc3c([nH]c4ccccc34)[C@@](C(=O)OC)(c3cc4c(cc3OC)N(C)[C@H]3[C@@](O)(C(=O)OC)[C@H](OC(C)=O)[C@]5(CC)C=CCN6CC[C@]43[C@@H]65)C2)C1 | -185 | 372 | -4% | 101% | -35% | / | -1% | 26% | ? | / | -1%
CCCCCCCC/C=C\CCCCCCCC(=O)O | 0 | 684 | 10% | 39% | -10% | / | -6% | 10% | i | 17 | 0%
C/C=C(/C)C(=O)O[C@@H]1c2cc(OC)c(OC)c(OC)c2-c2c(cc3c(c2OC)OCO3)C[C@H](C)[C@]1(C)O | -6 | 719 | 3% | 0.4% | -4% | / | -5% | 3% | i | 3.4 | 2%
COc1ccc2ccc(=O)oc2c1 | / | / | 9% | -1.1% | 16% | -4.2% | -1% | 6% | i | 1.7 | -4%
O=c1cc(-c2ccc(O)cc2)oc2cc(O[C@@H]3O[C@H](CO)[C@@H](O)[C@H](O)[C@H]3O[C@@H]3OC[C@](O)(CO)[C@H]3O)cc(O)c12 | -4 | 722 | 2% | -0.1% | 7% | -5.8% | -9% | -5% | i | 1.7 | -4%
COc1cc2nc(N3CCN(C(=O)[C@H]4COc5ccccc5O4)CC3)nc(N)c2cc1OC | -7 | 726 | 2% | 0.1% | 14% | / | -2% | -6% | i | 2.5 | -18%
COc1ccc(/C=N/NC(=O)c2ccncc2)cc1OC | -6 | 851 | 23% | -0.5% | 10% | / | 0% | 3% | i | 9.6 | -5%
Cc1cccc2c1NC(=O)/C2=C\C(=O)c1cccs1 | 6 | 832 | 0% | 0.3% | 4% | -9.5% | -20% | 0% | i | 0.4 | 1% | NS5 inhibitors pilot replicate=1.7

Sorted by molar mass (low to high): part of the list above.
SMILES | Hep lipid drop | Hep lipid drop cells 6.5 µM | AID2073 | HIV fusion peptide | NOD2 inhibition | XIAP displacement | NS5 inhibitors | Siah-1 displacement | Myeloid diff MLP | Myeloid diff MLP GFP+ MAC1+ % | LYP phosphatase | others
COC(c1ccccc1)(c1ccccc1)C(Oc1nc(C)cc(C)n1)C(=O)O (stereo unspecified) | 3 | 829 | 2% | 0.4% | -8% | / | -3% | -3% | i | 0.9 | -6%
C=C1c2cccc(O)c2C(O)=C2C(=O)[C@]3(O)C(O)=C(C(N)=O)C(=O)[C@@H](N(C)C)[C@@H]3[C@@H](O)[C@H]12 | 12 | 705 | 64% | 64%* | -2% | -6.6% | 6% | 20% | i | 4.0 | -3%
C/C=C(/C)C(=O)O[C@@H]1c2cc(OC)c(OC)c(OC)c2-c2c(cc3c(c2OC)OCO3)C[C@H](C)[C@]1(C)O | -6 | 719 | 3% | 0.4% | -4% | / | -5% | 3% | i | 3.4 | 2%
CC[C@]1(O)C[C@@H]2CN(CCc3c([nH]c4ccccc34)[C@@](C(=O)OC)(c3cc4c(cc3OC)N(C)[C@H]3[C@@](O)(C(=O)OC)[C@H](OC(C)=O)[C@]5(CC)C=CCN6CC[C@]43[C@@H]65)C2)C1 | -185 | 372 | -4% | 101% | -35% | / | -1% | 26% | ? | / | -1%

A stretch from the list above, for reference:
SMILES | Hep lipid drop | Hep lipid drop cells 6.5 µM | AID2073 | HIV fusion peptide | NOD2 inhibition | XIAP displacement | NS5 inhibitors | Siah-1 displacement | Myeloid diff MLP | Myeloid diff MLP GFP+ MAC1+ % | LYP phosphatase | others
C[C@@H]1C[C@H]2[C@@H]3C[C@H](F)C4=CC(=O)C=C[C@]4(C)[C@@]3(F)[C@@H](O)C[C@]2(C)[C@@]1(O)C(=O)COC(=O)C(C)(C)C | -9 | 719 | -2% | 1.4% | 23% | -7.0% | -5% | 9% | ? | / | 0%
COc1ccccc1OCCNCC(O)COc1cccc2[nH]c3ccccc3c12 (stereo unspecified) | -25 | 680 | 1% | -1.1% | -18% | -2.0% | / | 0% | / | / | 0%
